# GSK3beta inhib: human GSK3beta kinase inhibition; hit rate 0.038% among 300,000; AID 2097; GST-GSK3beta kinase, ADP-Glo luminescence, 60 min; stronger effect = lower value; activity score (negative = inhibition), % at 10 µM;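 active means more than half of replicate wells score below -50%, meaning over 50% inhibition versus plate controls; inconclusive means some replicates but at most half score below -50%; inactive means no replicate scores below -50%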;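 further: 0% = median DMSO wells and -100% = median GW8510 positive control wells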
# Target sequence (P49841 whole entry, looked up): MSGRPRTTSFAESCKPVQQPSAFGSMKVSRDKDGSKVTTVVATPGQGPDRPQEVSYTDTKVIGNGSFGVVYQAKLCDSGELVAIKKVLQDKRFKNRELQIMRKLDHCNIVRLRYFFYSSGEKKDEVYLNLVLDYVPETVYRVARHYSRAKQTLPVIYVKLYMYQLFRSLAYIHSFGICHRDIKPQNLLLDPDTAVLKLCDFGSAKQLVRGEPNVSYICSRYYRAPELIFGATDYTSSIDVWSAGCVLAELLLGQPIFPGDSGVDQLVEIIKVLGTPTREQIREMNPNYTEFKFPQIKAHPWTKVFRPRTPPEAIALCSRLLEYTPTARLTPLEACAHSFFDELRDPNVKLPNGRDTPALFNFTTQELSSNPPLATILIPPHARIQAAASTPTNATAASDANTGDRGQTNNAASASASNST
#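 Test system – GST-tagged human GSK3beta kinase, cell-free · Incubation – 60 min enzyme reaction, room temperature · Signal – ADP-Glo luminescence · Also added – peptide substrate and ATP at 25 µM · Controls – DMSO neutral wells and GW8510 at 20 µM as positive · Buffer or medium – Tris/MgCl2 kinase buffer · Measure – Luminescence-derived activity versus plate DMSO and GW8510 wells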
# HDAC3 inh: inhibitors of human histone deacetylase 3; recombinant HDAC3, fluorogenic peptide/trypsin coupled, fluorescence; hit rate 0.15% among 320,000; O15379; inhibition, % at 8.3 µM; in the data active means inhibition above about 26%, passing the limit was not always enough; inconclusive means no clear call, values can overlap the other calls
# HSF-1 act: increases HSF-1 driven luciferase reporter signal. NIH3T3-HGL HSF-1 luciferase reporter, MG132, 8 h; 100% = twice DMSO control signal. activation, % at 9 µM. hit rate 1.7% among 300,000;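 active means mean replicate activation of at least 50% with a set share of replicates each reaching 50%; inconclusive means only one of those two conditions met; inactive means mean below 50% and too few replicates reaching it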;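 further: 0% = median of the neutral control wells and 100% = twice that signal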
# PolyA inhibitor: yeast polyadenylation inhibition; S. cerevisiae SKY197-pL101 polyadenylation reporter, beta-gal luminescence; efflux-impaired pdr1/pdr3 knockout yeast; score 100 = 6 SD above DMSO; calls only at 12 µM; hit rate 0.02% among 300,000; AID 1875;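 active means lowest replicate activity score at least 50, where 100 means six control SD above control mean; inconclusive means lowest score under 50 but half or more replicates reach 50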;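 further: yeast exposed to compound for 9 h at 30 °C; higher score means more reporter readthrough which indicates perturbed polyadenylation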
# GSK3A inh: inhibitors of human GSK-3 alpha kinase; ADP-Glo luminescence, 60 min; P49840; hit rate 0.1% among 320,000; AID 2650; inhibition, % at 10 µM;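 in the data active means inhibition above about 50%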;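 further: GST-tagged GSK-3 alpha with peptide substrate and 25 µM ATP; 0% = DMSO neutral wells and 100% = GW8510 positive control wells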
# Target sequence (P49840 whole entry, looked up): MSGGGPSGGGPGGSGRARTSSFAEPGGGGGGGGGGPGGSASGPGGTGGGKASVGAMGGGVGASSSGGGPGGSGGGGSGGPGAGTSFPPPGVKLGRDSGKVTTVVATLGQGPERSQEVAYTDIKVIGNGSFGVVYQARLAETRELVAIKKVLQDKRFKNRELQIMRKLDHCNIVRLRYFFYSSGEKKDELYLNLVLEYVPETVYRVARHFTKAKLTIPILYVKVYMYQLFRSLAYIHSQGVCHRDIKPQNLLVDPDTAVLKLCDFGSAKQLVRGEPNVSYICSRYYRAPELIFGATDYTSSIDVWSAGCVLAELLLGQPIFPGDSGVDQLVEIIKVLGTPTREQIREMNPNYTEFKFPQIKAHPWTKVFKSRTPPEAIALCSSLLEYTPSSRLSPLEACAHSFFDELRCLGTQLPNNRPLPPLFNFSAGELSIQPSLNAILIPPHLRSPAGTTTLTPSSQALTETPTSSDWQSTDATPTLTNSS
# Platelet DG rel: modulates dense granule release in human platelets. human platelet-rich plasma, SFLLRN dense granule ATP release, luminescence. inhibition, %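 (compounds screened at 7.5 µM in platelet-rich plasma)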. hit rate 0.22% among 300,000;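 active means mean replicate score, as percent of positive control, at or above 50; inconclusive means mean below 50 but at least one replicate at or above 50; inactive means mean and every replicate below 50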
# HSF1 inhib: HSF1 inhibition; NIH3T3-HGL HSE-luciferase, MG132-induced, luminescence 8 h; stronger effect = lower value; activity change, negative = inhibition, % at 7.5 µM (by protocol); hit rate 0.77% among 300,000;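 active means more than half of replicate wells show activity change below -50%, luminescence cut by over half; inconclusive means some wells, but at most half, below -50%; inactive means no replicate well below -50%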;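 further: luciferase reports HSF-1 transcriptional activity via heat shock element; 0% = median of DMSO wells and -100% = zero luminescence signal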
# AI-2 QS modul: modulators of Vibrio harveyi AI-2 quorum sensing system; activity change, % at 7.5 µM; hit rate 0.4% among 300,000; Vibrio harveyi JMH597 AI-2 luminescence/OD600 ratio, 9 h; stronger effect = lower value; strain lacks LuxN and CqsS sensors; 0 = neutral-control median; AID 2094; in the data active means activity change below about -75%, passing the limit was not always enough; inconclusive means no clear call, values can overlap the other calls;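 further: luminescence divided by OD600 gain over 9 h not by final OD600 alone; inactives centre near 13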
# DYRK1A inh: Dyrk1A (rat) kinase inhibition | hit rate 0.43% among 310,000 | inhibition, % at 12.5 µM | ADP-Glo luminescence, NFATc1 peptide | AID 504441 | Q63470; in the data active means inhibition above about 50%;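 further: plate controls were vehicle with enzyme for no effect and no enzyme for full effect; many of its hits are not listed in these tables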
# HSP90 refold inh: blocks HSP90-mediated luciferase refolding in reticulocyte lysate. Rabbit reticulocyte lysate, luciferase refolding luminescence, 3 h. hit rate 0.91% among 290,000. inhibition, % at 5.6 µM;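 active means inhibition above the screen-wide mean plus 3 SD, computed separately per campaign, cut at about 16% in these data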;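 further: 0% = DMSO wells and 100% = 60 µM geldanamycin wells; inhibitors lower the luminescence because luciferase stays unfolded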
# Starred values were filed as active, the others as inactive; i = inactive; ? = inconclusive; · = no result given. Some of the compounds tested, so the mix of outcomes need not match the whole.
# Preview, 15 compounds:
entry	PolyA inhibitor	DYRK1A inh	HSF1 inhib	HSF-1 act	AI-2 QS modul	GSK3beta inhib	HDAC3 inh	HSP90 refold inh	Platelet DG rel	GSK3A inh	canonical_smiles
1	i	2	2	-10	4	-5	1	-5	-3	0	O=C(c1oc(=O)c2ccccc2c1-c1ccccc1)N1CCOCC1
2	i	1	-3	4	20	0	-4	0	-56	0	Cc1ccccc1-c1nnc2c3ccccc3c(C)nn12
3	i	·	6	9	8	3	-1	3	0	2	COc1ccc(CC(=O)Nc2cccc(C(=O)Nc3cccc(C)c3)c2)cc1
4	i	3	-6	-6	11	7	-5	-2	4	-4	CCCCSc1nc(C)c(CC(=O)O)c(=O)[nH]1
5	i	·	-3	-11	14	-3	-1	-3	-7	-1	Cc1ccc(S(=O)(=O)N/N=C\c2cn(-c3ccccc3)nc2-c2ccccc2)cc1
6	i	10	-15	-25	2	-1	-10	-1	-6	5	c1nc2sc3c(c2c2nnnn12)CCC3
7	i	-1	-3	3	10	-2	9	1	2	-1	Cc1ccc(C(=O)CSc2nnc(-c3c[nH]c4ccccc34)o2)cc1
8	i	-3	4	20	17	-4	5	-1	3	0	C=CCNC(=S)NNC(=O)c1ccc2c(c1)OCO2
9	i	2	2	5	6	0	10	·	3	-4	Cc1cc(C)c(OCC(=O)OCC(=O)N(C)C2CCS(=O)(=O)C2)c(C)c1 (stereo not drawn)
10	i	6	-6	-1	10	2	2	10	-13	-2	O=S(=O)(NCc1ccccc1Cl)c1cccs1
11	i	0	5	14	7	2	·	2	-11	·	O=C1/C(=C/c2ccco2)SC(=S)N1c1cccnc1
12	i	-2	-57*	-64	?	-4	0	4	7	-1	Oc1ccccc1C(Nc1nccs1)c1ccc2cccnc2c1O (stereo not drawn)
13	i	-2	0	4	4	1	10	3	-1	-2	COc1cc(C(c2sc3nc(C)nn3c2O)N2CC(C)CC(C)C2)cc(OC)c1OC (stereo not drawn)
14	i	16	0	-3	28	-1	-45	-5	1	1	Cc1cc(=O)oc2c3c(cc(OCC(=O)NC(Cc4ccc(Cl)cc4)C(=O)O)c12)OC(C)(C)CC3 (stereo not drawn)
15	i	-1	15	13	24	3	2	-2	-7	1	Cc1ccnc(-n2c(C)cc(C=O)c2C)c1

# The list itself (from the top)
entry	PolyA inhibitor	DYRK1A inh	HSF1 inhib	HSF-1 act	AI-2 QS modul	GSK3beta inhib	HDAC3 inh	HSP90 refold inh	Platelet DG rel	GSK3A inh	canonical_smiles
1	i	2	2	-10	4	-5	1	-5	-3	0	O=C(c1oc(=O)c2ccccc2c1-c1ccccc1)N1CCOCC1
2	i	1	-3	4	20	0	-4	0	-56	0	Cc1ccccc1-c1nnc2c3ccccc3c(C)nn12
3	i	·	6	9	8	3	-1	3	0	2	COc1ccc(CC(=O)Nc2cccc(C(=O)Nc3cccc(C)c3)c2)cc1
4	i	3	-6	-6	11	7	-5	-2	4	-4	CCCCSc1nc(C)c(CC(=O)O)c(=O)[nH]1
5	i	·	-3	-11	14	-3	-1	-3	-7	-1	Cc1ccc(S(=O)(=O)N/N=C\c2cn(-c3ccccc3)nc2-c2ccccc2)cc1
6	i	10	-15	-25	2	-1	-10	-1	-6	5	c1nc2sc3c(c2c2nnnn12)CCC3
7	i	-1	-3	3	10	-2	9	1	2	-1	Cc1ccc(C(=O)CSc2nnc(-c3c[nH]c4ccccc34)o2)cc1
8	i	-3	4	20	17	-4	5	-1	3	0	C=CCNC(=S)NNC(=O)c1ccc2c(c1)OCO2
9	i	2	2	5	6	0	10	·	3	-4	Cc1cc(C)c(OCC(=O)OCC(=O)N(C)C2CCS(=O)(=O)C2)c(C)c1 (stereo not drawn)
10	i	6	-6	-1	10	2	2	10	-13	-2	O=S(=O)(NCc1ccccc1Cl)c1cccs1
11	i	0	5	14	7	2	·	2	-11	·	O=C1/C(=C/c2ccco2)SC(=S)N1c1cccnc1
12	i	-2	-57*	-64	?	-4	0	4	7	-1	Oc1ccccc1C(Nc1nccs1)c1ccc2cccnc2c1O (stereo not drawn)

# Continuation:
entry	PolyA inhibitor	DYRK1A inh	HSF1 inhib	HSF-1 act	AI-2 QS modul	GSK3beta inhib	HDAC3 inh	HSP90 refold inh	Platelet DG rel	GSK3A inh	canonical_smiles
13	i	-2	0	4	4	1	10	3	-1	-2	COc1cc(C(c2sc3nc(C)nn3c2O)N2CC(C)CC(C)C2)cc(OC)c1OC (stereo not drawn)
14	i	16	0	-3	28	-1	-45	-5	1	1	Cc1cc(=O)oc2c3c(cc(OCC(=O)NC(Cc4ccc(Cl)cc4)C(=O)O)c12)OC(C)(C)CC3 (stereo not drawn)
15	i	-1	15	13	24	3	2	-2	-7	1	Cc1ccnc(-n2c(C)cc(C=O)c2C)c1
16	i	-1	-3	-2	10	-1	0	-7	26	-2	NC1=NC(=O)C(Cc2cccc(Cl)c2)S1 (stereo not drawn)
17	i	-3	-5	-3	-8	0	-4	4	-6	2	CCOc1cc(C)c(C(C)C)cc1S(=O)(=O)n1ccc(C)n1
18	i	4	3	-6	12	-1	-1	2	1	4	CCOC(=O)c1nnn(-c2nonc2N)c1CN(CC)CC
19	i	1	-6	0	-1	2	4	·	16	5	NC(=O)c1ccc(N=Cc2c(O)ccc3ccccc23)cc1
20	i	0	-4	-10	21	-3	2	-2	-3	-2	O=C(Nc1ccc(N2CCN(C(=O)c3ccco3)CC2)cc1)c1ccc(F)cc1
21	i	-6	2	1	35	-2	·	-1	-1	·	COc1ccc(C(c2nnnn2C(C)(C)C)N2CCN(c3nc4ccccc4s3)CC2)cc1OC (stereo not drawn)
22	i	10	14	41	2	0	5	0	-4	6	CC(C)Cn1c(N)c(C(=O)NCc2cccs2)c2nc3ccccc3nc21
23	i	-3	1	-6	12	-25	-3	3	-1	0	Cc1ccc(C2(C)NC(=O)N(CC(=O)Nc3cc(S(=O)(=O)N4CCOCC4)ccc3C)C2=O)cc1 (stereo not drawn)
24	i	0	0	10	5	3	2	9	-13	3	NCC(c1ccccc1Cl)c1c[nH]c2ccccc12 (stereo not drawn)

# Following part:
entry	PolyA inhibitor	DYRK1A inh	HSF1 inhib	HSF-1 act	AI-2 QS modul	GSK3beta inhib	HDAC3 inh	HSP90 refold inh	Platelet DG rel	GSK3A inh	canonical_smiles
25	i	·	-1	-4	12	-7	-3	3	-1	-1	CCOc1ccc(-n2nnnc2SCC(=O)Nc2ccc(NC(C)=O)cc2)cc1
26	i	-4	16	22	11	1	3	-3	2	-2	COc1ccc(OCc2cc(C(=O)NC(C)c3csc(C)n3)no2)c(Cl)c1 (stereo not drawn)
27	i	1	5	31	5	0	-5	7	-3	0	COc1ccccc1NS(=O)(=O)c1cc([N+](=O)[O-])ccc1N/N=C/c1c(C)[nH]c2ccccc12
28	i	0	4	16	18	0	4	0	2	-2	CCN(CC)CCn1c2ccccc2c2nc(C)sc21
29	i	-6	5	14	11	0	-91	4	0	0	Cc1c(CC(=O)NCC(C)C)c(=O)oc2cc3c(cc12)CCC(C)(C)O3
30	i	3	4	8	-4	5	-1	-5	-1	-1	CC1=C(C(=O)Nc2cc(C(=O)N3CCC(C)CC3)ccc2C)SCCO1
31	i	2	22	32	-78*	-4	0	-2	2	-3	Cc1cccc(-c2noc(CCc3ccccc3)n2)c1
32	i	-6	16	33	2	-1	2	3	-1	-4	CCOc1ccc(C(=O)NC(C)C2COc3ccccc3O2)cc1 (stereo not drawn)
33	i	2	-3	10	2	0	-7	-1	-2	0	Cc1ccc(-c2nc3ncccc3o2)cc1NC(=O)c1cccnc1
34	i	1	-5	15	7	1	-3	2	32	1	Cc1nc2oc(C(=O)c3ccc(Br)cc3)c(N)c2c2c1COC(C)(C)C2
35	i	-3	8	-3	10	-2	4	1	-1	0	O=C(CSCC(=O)N1CCCc2ccccc21)Nc1nc(-c2ccccc2)cs1
36	i	-6	3	-3	36	0	-8	3	-6	·	Cc1ccc2c(CC(=O)NC3CCS(=O)(=O)C3)coc2c1C (stereo not drawn)

# The results go on:
entry	PolyA inhibitor	DYRK1A inh	HSF1 inhib	HSF-1 act	AI-2 QS modul	GSK3beta inhib	HDAC3 inh	HSP90 refold inh	Platelet DG rel	GSK3A inh	canonical_smiles
37	i	-1	40	83*	16	0	2	1	-8	-1	NC(=O)c1ccccc1NC(=O)/C=C/c1c(Cl)cccc1Cl
38	i	-1	-1	-3	3	1	4	11	-2	-4	COc1ccc(/C(C)=N/N=C2/NC(=O)CC(C(=O)O)S2)cc1F (stereo not drawn)
39	i	0	-3	-6	15	-2	?	-2	-2	5	Cc1cccc(-n2nc3c(c2NC(=O)C(C)C)CS(=O)(=O)C3)c1C
40	i	0	4	7	36	-3	17	-3	-2	-2	O=C1Nc2ccc(Cl)cc2C(C#CC2CC2)(C(F)(F)F)O1 (stereo not drawn)
41	i	0	10	18	16	6	-10	0	2	-4	CCOC(=O)c1cc2cc(C)ccc2[nH]1
42	i	-2	-4	0	10	-1	2	1	0	-2	CCOC(=O)C1(CCOc2ccccc2)CCN(Cc2ccc(COC)o2)CC1
43	i	5	0	8	35	-2	2	4	1	2	Cc1cc2cc(C#N)c(SCC(=O)Nc3nonc3C)nc2cc1C
44	i	-1	0	24	30	0	11	-1	4	-2	O=Cc1cnc(N2CCN(Cc3ccccc3)CC2)s1

# Screening results: PubChem, several laboratories
